CRFBP-R2 agonist: agonists of CRF-BP/CRF-R2 complex, primary screen, cell-based, HEK293, calcium dye fluorescence, uHTS; CRF-binding protein / CRF receptor 2 complex (human); calcium dye fluorescence (FLIPR); percent of saturating CRF peptide response; activation, % at 13.2 µM; 350,000 tested, 0.46% active;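 active means activation of at least 50%, plus an integration ratio under a set limit after plate pattern correction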;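 further: plate controls were neutral control wells without compound for no effect and CRF at EC100 for full effect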
CHRM5 agonist: human M5 muscarinic receptor agonists, primary screen, CHO-K1 cells, Fluo-8 calcium fluorescence | Muscarinic acetylcholine receptor M5 (Homo sapiens), P08912 | 360,000 tested, 0.19% active | activation, % at 3 µM | CHO-K1 hM5 cells; 0% DMSO wells, 100% maximal acetylcholine response;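 active means activation above the run's mean over test compounds plus 3 SD, cut at about 23% in these data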;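 further: signal is peak over basal fluorescence ratio across the kinetic read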
Target sequence (P08912 whole entry, looked up): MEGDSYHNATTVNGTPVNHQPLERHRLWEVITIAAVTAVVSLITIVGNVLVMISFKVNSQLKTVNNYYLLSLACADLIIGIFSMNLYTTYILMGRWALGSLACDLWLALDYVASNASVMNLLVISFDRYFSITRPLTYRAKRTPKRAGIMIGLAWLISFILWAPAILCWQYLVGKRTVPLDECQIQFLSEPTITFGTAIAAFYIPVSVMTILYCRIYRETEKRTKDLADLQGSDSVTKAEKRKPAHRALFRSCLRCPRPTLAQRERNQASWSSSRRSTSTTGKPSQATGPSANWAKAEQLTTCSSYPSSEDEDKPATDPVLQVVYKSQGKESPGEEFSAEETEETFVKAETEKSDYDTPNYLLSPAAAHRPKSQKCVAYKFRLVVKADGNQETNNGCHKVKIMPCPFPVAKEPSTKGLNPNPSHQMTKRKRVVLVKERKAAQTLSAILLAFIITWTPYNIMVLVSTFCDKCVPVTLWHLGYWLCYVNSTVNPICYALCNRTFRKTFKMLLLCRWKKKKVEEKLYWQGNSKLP
CHRM1 PAM: human M1 muscarinic receptor positive allosteric modulators, primary screen, CHO-K1 cells, Fluo-8 calcium fluorescence, 1536-well; Muscarinic acetylcholine receptor M1 (Homo sapiens), P11229; activation, % at 3 µM; AID 588819, 2011; 360,000 tested, 0.088% active; CHO-K1 hM1, ACh EC20; 0% = ACh EC20, 100% = maximal ACh; in the data active means activation above about 19%, passing the limit was not always enough
Target sequence (P11229 whole entry, looked up): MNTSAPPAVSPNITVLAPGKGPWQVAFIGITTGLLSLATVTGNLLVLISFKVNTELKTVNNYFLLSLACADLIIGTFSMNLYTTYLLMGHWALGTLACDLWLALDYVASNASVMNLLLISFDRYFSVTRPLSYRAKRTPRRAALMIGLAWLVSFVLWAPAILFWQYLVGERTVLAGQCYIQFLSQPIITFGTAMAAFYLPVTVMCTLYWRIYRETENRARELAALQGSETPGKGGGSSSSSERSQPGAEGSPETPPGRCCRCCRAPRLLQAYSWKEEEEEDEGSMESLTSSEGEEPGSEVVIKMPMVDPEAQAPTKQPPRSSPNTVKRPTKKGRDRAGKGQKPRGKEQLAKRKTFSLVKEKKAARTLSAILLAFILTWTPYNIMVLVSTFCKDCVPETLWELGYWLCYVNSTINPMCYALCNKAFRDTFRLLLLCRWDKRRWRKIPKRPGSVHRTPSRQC
CHRM5 PAM: human M5 muscarinic receptor positive allosteric modulators, primary screen, CHO-K1 cells, Fluo-8 calcium fluorescence | Muscarinic acetylcholine receptor M5 (Homo sapiens), P08912 | CHO-K1 hM5, ACh EC20 PAM; 0% = ACh EC20, 100% = ACh EC100 | activation, % at 3 µM | 360,000 tested, 0.3% active | AID 624038, 2012;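 active means activation above the run cutoff, the mean activation of all test compounds plus 3 SD, cut at about 18% in these data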
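Measured by: Fluo-8 calcium fluorescence; material: human M5 receptor in CHO-K1 cells; schedule: Post-acetylcholine fluorescence recording 140 s; benchmarks: low control EC20 acetylcholine (0%), high control EC100 acetylcholine (100%); read-out: Max/basal fluorescence ratio as % of EC20–EC100 ACh window; compound: single dose, 3 µM nominal final test concentration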
M4 ag: human M4 muscarinic receptor agonists, primary screen, CHO-K1 cells, Fluo-8 calcium fluorescence. Muscarinic acetylcholine receptor M4 (Homo sapiens), P08173. CHO-K1 hM4/Gqi5; vehicle 0%, full acetylcholine response 100%. activation, % at 3 µM. 360,000 tested, 0.14% active;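 active means activation above the run mean over all test wells plus 3 SD, cut at about 32% in these data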;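 further: peak over basal fluorescence ratio per well then scaled between controls; 0% = DMSO wells and 100% = acetylcholine at EC100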
CHRM4 antagonist: human M4 muscarinic receptor antagonists, primary screen, CHO cells, Fluo-8 calcium fluorescence; 360,000 tested, 0.73% active; AID 624125, 2012; CHO-hM4 cells, ACh EC80; Muscarinic acetylcholine receptor M4 (Homo sapiens), P08173; inhibition, % at 3 µM;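 active means inhibition above its plate's cutoff, the mean inhibition of sample wells plus 3 SD, cut at about 27% in these data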;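 further: 0% = acetylcholine EC80 with DMSO and 100% = DMSO without agonist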
M1 antag: human M1 muscarinic receptor antagonists, primary screen, CHO-K1 cells, Fluo-8 calcium fluorescence, 1536-well; CHO-K1 hM1, ACh EC80 antagonist; inhibition, % at 3 µM; 360,000 tested, 1.3% active;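 active means percent inhibition above its own plate's cutoff, namely the mean of that plate's compound wells plus 3 SD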;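 further: peak over basal fluorescence ratio during 140 s after agonist addition; 0% = ACh EC80 plus DMSO and 100% = DMSO alone without agonist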
CHRM4 PAM: human M4 muscarinic receptor positive allosteric modulators, primary screen, CHO-K1 cells, Fluo-8 calcium fluorescence; Muscarinic acetylcholine receptor M4 (Homo sapiens), P08173; CHO-K1 hM4/Gqi5, ACh EC20; 0% = ACh EC20, 100% = maximal ACh; activation, % at 3 µM; 360,000 tested, 0.4% active; AID 624126, 2012;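 active means activation above its plate's cutoff, the mean activation of sample wells plus 3 SD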; further: some results filed as inactive read as strong as hits
CHRM5 antagonist: human M5 muscarinic receptor antagonists, primary screen, CHO cells, Fluo-8 calcium fluorescence | CHO-hM5 cells, ACh EC80 | 360,000 tested, 0.59% active | Muscarinic acetylcholine receptor M5 (Homo sapiens), P08912 | inhibition, % at 3 µM;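 active means inhibition above a per-plate cutoff, the mean of that plate's test compounds plus 3 SD, cut at about 27% in these data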;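 further: 0% = acetylcholine EC80 with DMSO and 100% = DMSO without agonist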
* hit, by the source's call; . = no result given.

SMILES	CRFBP-R2 agonist	CHRM5 agonist	CHRM1 PAM	CHRM5 PAM	M4 ag	CHRM4 antagonist	M1 antag	CHRM4 PAM	CHRM5 antagonist
Cc1ccc(N(C(=O)CS(=O)CC(=O)Nc2ccc(F)cc2)C(C(=O)NC2CCCCC2)c2ccco2)cc1 (stereo not given)	-0.8	-2	10	2	1	3	-10	-2	-2
CCC(OCC(O)CN1CCN(CCN2C(=O)c3cccc4cccc(c34)C2=O)CC1)c1ccccc1 (stereo not given)	-2.1	-6	-16	-20	9	11	-2	-14	16
CN(CC(=O)Nc1ccccc1Cl)C(=O)COC(=O)/C=C/c1cccc(C(F)(F)F)c1	0.6	2	5	-1	1	-9	2	8	14
O=C(CSc1nnc(-c2ccccc2F)o1)N1CCCC1	0.3	-2	2	4	-1	-9	5	2	5
O=S(=O)(NCc1ccc2c(c1)OCO2)c1ccc2c(c1)oc1ccccc12	-0.7	4	-9	-11	15	2	11	-5	2
COc1ccccc1-n1cnnc1SCC(=O)N1CCN(S(=O)(=O)c2ccccc2)CC1	-2.3	-2	2	-5	2	-7	-4	-2	1
COC(=O)Cn1c(SCc2ccccc2)nc2ccccc21	-1.4	-5	10	-4	1	-8	-6	8	-9
COC(=O)c1ccc(N2OC3(C)C=CC2CC3)cc1 (stereo not given)	-2.1	0	5	6	0	-3	-7	8	-8
O=C(NCCCN1CCCC1)c1ccc2c(Cl)c3c(nc2c1)CCCC3	-0.8	-8	-10	-1	0	11	-2	-11	11
CC(C)[C@H](NC(=O)c1c(F)cccc1F)C(=O)N1CCN(c2ccc(F)cc2)CC1	0.2	-2	7	14	2	-12	-13	10	-14
C[C@@H]1COC(=O)[C@H](Cc2ccc(F)cc2)C/C=C\C[C@@H](CC(=O)NCCO)C(=O)N1	0.4	2	4	-2	1	-5	5	4	8
CC(C)(C)c1ccc(OCCCCCCN2CCNCC2)cc1	-1.4	-1	-1	-3	6	3	5	-17	10
CCOc1ccccc1NC(=O)C(=O)CC(=O)c1cccc(OC)c1	0.4	-2	8	2	2	-14	-15	-5	-2
COc1ccc(OC)c(C(=O)c2coc3ccc(O)c(CN(C)C)c23)c1	-0.1	-3	8	8	1	-1	-6	3	5
Cc1cc(C)n2cc(CSc3nnnn3-c3ccc(Cl)cc3)nc2n1	2.5	-4	3	1	1	0	-43	0	-1
Cc1cccc(Oc2nc3ccccn3c(=O)c2/C=C(\C#N)C(=O)NC2CCS(=O)(=O)C2)c1C (stereo not given)	4.9	-1	26	0	1	-20	-17	9	7
O=C(OCCCCN1C(=O)c2ccccc2C1=O)c1ccc(Br)o1	-1.2	0	1	-3	3	2	1	3	4
COc1ccc(CNc2nc(NCc3ccc(OC)cc3)n(C(=O)c3ccccc3[N+](=O)[O-])n2)cc1	3.4	-1	3	-5	0	-3	-23	2	-3
COc1ccc2c(c1)c(=O)oc1c(C)c(OCC(=O)N3CCc4ccccc4C3)ccc12	2.1	0	0	-4	1	3	-14	0	-2
COc1ccccc1NC(=O)NCCCN1CCN(c2cccc(Cl)c2)CC1	-2.1	1	-1	-5	5	-7	-5	-6	2
N#Cc1c(NC(=O)c2ccccc2Cl)n(Cc2ccccc2)c2nc3ccccc3nc12	8.8	8	-5	-16	17	8	11	-10	17
O=C1CN(S(=O)(=O)c2cc(C(=O)O)ccc2Cl)c2ccccc2N1	1.2	-1	6	0	2	1	-17	7	-1
NC(=S)N=Nc1c(O)[nH]c2cc(F)c(F)cc12	0.5	2	8	3	1	3	-9	0	0
CC(Oc1ccc(Br)cc1)C(=O)N1CCC(C(N)=O)CC1 (stereo not given)	-1.1	0	0	7	1	-2	7	8	-14
COc1ccc(OCC(=O)N2c3ccc(C)cc3C3CN(C)CCC32)cc1 (stereo not given)	-0.8	-6	1	4	2	-10	0	6	-5
CSCCC(NC(=O)c1occc1C)C(=O)O (stereo not given)	5.0	0	6	4	0	0	-14	9	0
Cc1cc(C=C2C(=O)CCCC2=O)c(C)n1-c1ccccc1	-2.5	-1	10	2	1	6	-16	30*	-1
O=C(NCc1ccccc1)C1C(c2ccccc2)=Nc2ccccc2N1C(=O)c1cccnc1 (stereo not given)	.	1	.	-3	2	7	.	12	4
Cc1cccc(NC(=O)CSCC(=O)N(C)CCOc2ccc(Cl)cc2)c1	-1.0	-5	4	-2	7	-10	2	0	7
Cc1ccc(NC(=O)CSc2nn(-c3ccccc3)c(=S)s2)cc1S(=O)(=O)N(C)C	3.6	1	-12	-17	13	23	25*	-12	30*
Cc1ccc(S(=O)(=O)NC2CC2)cc1[N+](=O)[O-]	-1.0	1	4	7	1	10	-6	0	-5
CCOc1cc(/C=C2/C(=N)N3OC(C)=CC3=NC2=O)ccc1OCCOc1ccccc1	1.5	0	6	-1	0	5	1	-1	5
O=C(NCc1ccc(F)cc1)N1CCN(S(=O)(=O)c2ccccc2F)CC1	-1.2	-2	6	0	3	-2	-9	-6	2
Cc1ccc2c(c1)[C@H]1[C@H](CO2)[C@H](c2ccccc2)[C@]2(C)C(=O)Nc3ccccc3C(=O)N12	3.9	-7	-38	-34	1	60*	86*	-14	21
CCc1ccc(CN2CCN(C(=O)c3ccco3)CC2)cc1	-0.1	-5	14	-4	2	-3	-8	-3	11
CCSc1nnc([C@@H]2CCCN2C(=O)OC(C)(C)C)o1	-1.4	-2	-2	-2	4	-1	-12	2	-6
CC(NCC(O)COc1ccccc1)C1COc2ccccc2O1 (stereo not given)	-0.7	-4	-4	0	2	-1	3	3	2
O=C(N/N=C/C=C/c1cccc([N+](=O)[O-])c1)c1ccncc1	-2.5	1	-7	-12	18	0	13	-7	20
O=C(NCC1COc2ccccc2O1)c1cc(S(=O)(=O)N2CCOCC2)ccc1F (stereo not given)	0.6	-1	5	-1	6	-11	-10	-4	2
Fc1ccc(COc2cccc(-c3n[nH]c(=S)o3)c2)cc1	1.0	2	12	-8	1	6	-8	-5	9
O=C(NC1CCN(Cc2ccccc2)CC1)C(NS(=O)(=O)c1cccc2nsnc12)c1ccccc1 (stereo not given)	-1.0	-12	-1	3	0	8	3	-10	-1
COc1ccc(S(=O)(=O)N2CCOCC2)cc1NC(=O)c1ccc(OC(F)F)cc1	1.6	4	5	-1	4	4	-2	11	6
CCc1c(O)nc(SCC(=O)NCc2ccco2)[nH]c1=O	-0.1	1	6	-5	1	-1	-11	3	1
CC(C)(C)CNC(=O)c1ccc2c(c1)S(=O)(=O)c1cc(Cl)ccc1C2=O	-1.2	2	4	-10	1	-9	-1	4	16
COc1ccc(C(=O)Nn2c(SCC(=O)NCc3ccco3)nc3ccccc3c2=O)cc1	1.6	-2	0	3	2	2	-15	3	1
COc1ccc(C(=O)/C=C/Nc2ccc(C)cn2)cc1OC	-0.5	-1	0	-3	1	7	-5	2	4
COC1=C(N)C(=O)c2nc(C)ccc2C1=O	3.8	4	4	9	0	-9	-15	2	-1
O=c1c2cc(F)ccc2sn1-c1ccccc1	25	24*	1	2	30	14	5	-5	12
C=CCc1ccccc1OCC(O)CN1CCN(c2ccc(OC)cc2)CC1 (stereo not given)	-0.3	-3	-1	-4	3	-11	4	2	5
CC(C)CN(CC(C)C)S(=O)(=O)N1CCC(C(=O)NCc2ccccn2)CC1	0.6	1	-1	-3	3	-10	-22	12	1
Cn1nccc1CNC(=O)c1c(Cl)cnn1C	9.4	2	11	0	1	-7	-12	2	-2
CCc1cc(=O)[nH]c(-n2[nH]c(-c3ccccc3)cc2=O)n1	-1.0	0	7	4	1	-4	2	4	-3
CC(=O)N1c2ccc(S(=O)(=O)N3CCC(C(=O)Nc4cccc(C)c4C)CC3)cc2CC1C (stereo not given)	0.3	-1	0	-2	4	-6	0	-2	-1
CC1(C)C(C=C(Cl)Cl)C1C(=O)N1CCN(c2ccccc2)CC1 (stereo not given)	-0.1	1	-1	-3	-1	1	7	-2	5
C/C=C/C=N/NC(=O)CN(c1ccc(Br)cc1)S(=O)(=O)c1ccccc1	0.0	-1	0	-1	-2	-11	5	0	0
O=C(NNS(=O)(=O)c1ccccc1Cl)C1COc2ccccc2O1 (stereo not given)	-1.1	1	0	0	2	-9	4	7	7
COc1ccc(-c2cc3ccccc3oc2=O)cc1NC(=S)NC(=O)c1ccc2c(c1)OCCO2	9.1	1	-5	-5	2	2	4	0	8
Cc1cccc(C)c1OCc1cc(C(=O)N2CCN(c3ccccn3)CC2)no1	1.3	-4	-10	-6	5	-9	-1	-2	14
CC(=O)Nc1ccc(N=C(C2=C(O)c3ccccc3C2=O)c2ccccc2)cc1	-1.9	2	4	-5	4	-1	-7	-3	5
CCOC(=O)N(C)C[C@@H]1OCc2cnnn2CCCC(=O)N([C@@H](C)CO)C[C@@H]1C	-0.1	2	10	3	1	-5	-20	11	5

Carrying on:
SMILES	CRFBP-R2 agonist	CHRM5 agonist	CHRM1 PAM	CHRM5 PAM	M4 ag	CHRM4 antagonist	M1 antag	CHRM4 PAM	CHRM5 antagonist
COc1cccc(-c2nn(C)c3sc(C(=O)N4CCN(c5ccccc5)CC4)cc23)c1	1.0	-3	5	-11	2	13	-3	-10	9
O=C(CN1CCN(C(=O)c2ccco2)CC1)Nc1ccc2c(c1)OCCO2	15	1	6	0	1	-1	-17	3	0
Cc1ccccc1Cn1nnc(-c2ccc(C(=O)O)cc2)n1	-1.0	-2	6	-6	1	2	-11	3	13
COc1ccc(Cn2ccnc2SCC(=O)Nc2nnc(C)s2)cc1	0.7	-1	2	1	1	1	-4	0	14
O=C(N=C1SCC(=O)N1c1ccccc1)c1ccco1	0.2	1	10	4	2	-1	-9	8	-8
O=C(CSc1nc2c(oc3ccccc32)c(=O)n1CC1CCCO1)NCc1ccc(F)cc1 (stereo not given)	-1.6	0	14	0	2	-2	-14	11	-1
CCCOc1ccc(/C(O)=C2/C(=O)C(=O)N(c3cc(C)on3)C2c2ccc(C(=O)OC)cc2)cc1 (stereo not given)	-0.7	-3	9	9	0	0	-26	6	-9
Cc1ccsc1C(=O)N1CCC(CO)(Cc2ccccc2)CC1	-1.4	-1	6	3	3	6	-2	-4	5

Part of the list above in order of formula weight, falling.
SMILES	CRFBP-R2 agonist	CHRM5 agonist	CHRM1 PAM	CHRM5 PAM	M4 ag	CHRM4 antagonist	M1 antag	CHRM4 PAM	CHRM5 antagonist
O=C(CSc1nc2c(oc3ccccc32)c(=O)n1CC1CCCO1)NCc1ccc(F)cc1 (stereo not given)	-1.6	0	14	0	2	-2	-14	11	-1
COc1cccc(-c2nn(C)c3sc(C(=O)N4CCN(c5ccccc5)CC4)cc23)c1	1.0	-3	5	-11	2	13	-3	-10	9
COc1ccc(Cn2ccnc2SCC(=O)Nc2nnc(C)s2)cc1	0.7	-1	2	1	1	1	-4	0	14
Cc1ccccc1Cn1nnc(-c2ccc(C(=O)O)cc2)n1	-1.0	-2	6	-6	1	2	-11	3	13

Screening data (PubChem BioAssay)
